# Shiga toxin inh: Shiga toxin inhibition | AID 2315 | Vero cells, Shiga toxin protein synthesis inhibition reporter | inhibition, % at 38.7 µM | hit rate 9.2% among 290,000; in the data active = inhibition mostly above about 28%, no sharp cut-off; inactive = mostly below about 43%; note: 0% is about no effect
# HCV inhibitor: blocks hepatitis C virus. Huh7.5.1 HCVcc-Cre infection, luciferase reporter, 44 h. hit rate 3.4% among 340,000. Potency, µM (top dose mostly 41.8 µM), without a hit: at the top dose activity change, negative = inhibition, most hits filed as inhibitors; note: potency is the fitted concentration of half-maximal effect; % is set by controls: 0 for no effect and ±100 for the full control effect
#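 Cells (1,000/well) were plated 4 h before compound, then infected with HCVcc-Cre virus (~0.5 moi). After 44 h further culture, infection was read as luciferase luminescence following a 15 min substrate incubation at room temperature.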
# Tb PYK inh: blocks Trypanosoma brucei pyruvate kinase; Q57TT1; TbPYK enzyme, Kinase-Glo Plus ATP luminescence, 45 min; Potency, µM (doses to about 76.8 µM), inactives show at the top dose activity, negative = inhibition, most hits filed as inhibitors; hit rate 0.12% among 410,000; note: potency is the fitted concentration of half-maximal effect; % is set by controls: 0 for no effect and ±100 for the full control effect; nearly all actives have a fitted effect of over 50% in size
#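 Enzyme and substrate buffer are dispensed first and compound is pin-transferred. ADP at 130 uM final then starts the reaction, which runs 45 min at room temperature. Detection reagent is added for 10 min before luminescence is imaged.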
# LmPK inhibitor: LmPK (Leishmania mexicana) enzyme inhibition. purified LmPK, Kinase-Glo ATP luminescence, 1 h. Potency, µM (titrated, usually from 57.5 µM), without a hit: at the highest dose activity change, negative = inhibition, actives largely listed as inhibitors. hit rate 0.37% among 290,000; note: potency is the fitted concentration of half-maximal effect; % is set by controls: 0 for no effect and ±100 for the full control effect
# Target sequence (Q27686 whole entry, looked up): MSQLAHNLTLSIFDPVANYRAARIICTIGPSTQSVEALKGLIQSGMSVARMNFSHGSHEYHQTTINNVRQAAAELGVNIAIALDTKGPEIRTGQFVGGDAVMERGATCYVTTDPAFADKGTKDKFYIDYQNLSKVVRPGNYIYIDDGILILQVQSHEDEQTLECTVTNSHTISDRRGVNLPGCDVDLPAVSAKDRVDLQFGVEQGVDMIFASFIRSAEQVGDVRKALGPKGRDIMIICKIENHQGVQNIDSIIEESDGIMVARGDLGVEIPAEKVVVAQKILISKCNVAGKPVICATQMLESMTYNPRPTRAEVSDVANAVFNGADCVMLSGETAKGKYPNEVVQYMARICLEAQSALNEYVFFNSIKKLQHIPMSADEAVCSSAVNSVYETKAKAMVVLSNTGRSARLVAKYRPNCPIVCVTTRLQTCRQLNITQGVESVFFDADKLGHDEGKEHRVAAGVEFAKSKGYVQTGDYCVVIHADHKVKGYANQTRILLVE
#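 Pyruvate kinase activity monitored as ATP production (luciferase luminescence). Conditions: 0.1 nM enzyme, 0.5 mM PEP, 0.1 mM ADP, 1 h, RT; normalized against uninhibited and no-enzyme wells.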
# Pf growth 96h: P. falciparum growth inhibition at 96 hour, primary screen for plastid delayed-death inhibitors | AID 504834 | P. falciparum luciferase reporter growth, 96 h | Potency, µM (series often up to 28.7 µM), for the others: top-dose activity change, negative = inhibition, usual class: inhibitors | hit rate 6.9% among 320,000; note: potency is the fitted concentration of half-maximal effect; % is set by controls: 0 for no effect and ±100 for the full control effect
#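 Two parasite generations (96 h, 37 C, 5% CO2) of compound exposure in infected erythrocytes (0.05% parasitemia, 2% hematocrit). Luciferase-reporter P. falciparum; decreased luminescence indicates inhibited growth, aimed at apicoplast-acting delayed death.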
# CHX counter: affects cycloheximide protein synthesis inhibition readout, counter-screen | max response, % | cell reporter, cycloheximide protein synthesis inhibition counterscreen | hit rate 12% among 300,000 | AID 2314; in the data active = max response mostly above about 13%, no sharp cut-off; inactive = mostly below about 14%; note: read at 38.3 µM for the half of the compounds with a filed dose; 0% is about no effect
# Pf growth 48h: P. falciparum growth inhibition at 48 hours (one generation) | Potency, µM (series often up to 28.7 µM), for the others: top-dose activity change, negative = inhibition, actives largely listed as inhibitors | hit rate 5.9% among 310,000 | AID 504832 | P. falciparum luciferase growth in erythrocytes, 48 h; note: potency is the fitted concentration of half-maximal effect; % is set by controls: 0 for no effect and ±100 for the full control effect
#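 Firefly luciferase activity from engineered P. falciparum reports growth; inhibitors lower the luminescent signal. Cultures contained 2% hematocrit erythrocytes at 0.1% final parasitemia.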
# * marks the source's active call; other numbers are inactive results; ? = inconclusive; · = no result given; + = active, no number; [ ] = dose if it differs, or a comment. Unless noted, calls come from the whole dose curve; as a rule, active = well fitted curve in the direction sought with a large enough effect; inconclusive = small, poorly fitted or top-dose-only effect, or another doubt; inactive = no such curve, though single readings can be large; an effect the other way counts as inactive or inconclusive.
molecule | Shiga toxin inh | Tb PYK inh | Pf growth 96h | Pf growth 48h | HCV inhibitor | CHX counter | LmPK inhibitor
N#CCCN(C(=O)COC(=O)c1ccc2c(=O)n3c(nc2c1)CCC3)c1ccccc1 | -2 | -3% | 56%[activator] | 9% | -5% | 2 | 1%
CC(=O)N(c1nc(CCl)cs1)c1c(C)cc(C)cc1C | -5 | -3% | ? | -23% | -4% | -2 | 1%
Cc1nnsc1-c1nc2ccccc2[nH]1 | 16 | 1% | ? | 12% | 22% | 1 | -2%
O=C(NCCc1ccc(Cl)cc1)c1nnc(Cc2ccc(Cl)cc2)o1 | -9 | -2% | 10% | 14% | -4%[8.37 µM] | -5 | -3%
Cc1cc(C)cc(NC(=O)Cn2cc(C=O)c3ccccc32)c1 | -7 | -17% | ? | -7% | 29% | -4 | -6%
COc1cccc(OC)c1C(=O)NC(C)c1ccccc1 (configuration not stated) | -9 | -8% | 1% | 7% | ? | 0 | 2%
CC[C@@]1(O)C(=O)OCc2c1cc1n(c2=O)Cc2cc3c([N+](=O)[O-])cccc3nc2-1 | · | -7% | ? | 8.5µM* | · | · | ·
Cc1cc(OCc2cc(C(=O)N(C)CCc3cnn(C)c3)no2)cc(C)c1Cl | 70* | -3% | -7% | 35%[activator] | ? | 39* | -1%
CC(C)COCC(O)CCC(=O)NNC(=S)Nc1ccccc1 (configuration not stated) | -8 | 0% | -1% | 8% | 18% | -2 | 1%
CN1CCN(P(=O)(c2ccccc2)c2nc3ccccc3s2)CC1 (configuration not stated) | 0 | 1% | 13µM* | 1% | 13% | -1 | -2%
COc1ccc(S(=O)(=O)N2CCN(C/C=C/c3ccccc3)CC2)cc1NC(C)=O | -10 | 2% | ? | 6% | -4% | 1 | 8%
COc1ccc(C(C#N)Nc2ccc(C)cc2)cc1 (configuration not stated) | -8 | -4% | 10% | · | 17% | -3 | 3%
O=C(NCCn1cc(SCC(=O)N2CCOCC2)c2ccccc21)c1ccccc1 | 37* | 1% | 44%[activator] | 13% | -18% | 19* | -2%
Cc1ccc(OCC(=O)NCCNC(=O)c2ccncc2)cc1 | -9 | 9% | 33%[activator] | 22% | 5% | -4 | 0%
CCn1cc(-c2csc(N)n2)c(C)n1 | 14 | -4% | ? | 3% | -9% | 11 | -2%
CCOCCCNC(=O)C(NC(=O)Cc1c[nH]c2ccccc12)c1ccc(OC)cc1 (configuration not stated) | -11 | 1% | 7% | -2% | 0% | -3 | 3%
CN(CCOc1ccccc1)S(=O)(=O)c1ccc2oc3ccccc3c2c1 | -26 | -1% | 34%[activator] | 0% | -32% | -5 | -6%
Cc1ccc(S(=O)(=O)N(CC(O)CN2CCOCC2)c2cccc([N+](=O)[O-])c2)cc1 (configuration not stated) | -11 | 2% | -1% | -3% | 16% | -1 | 2%
COc1cccc(NC(=O)CSc2nc3ncc(Br)cc3[nH]2)c1 | 26 | 6% | 6% | 24% | 4% | -3 | 11%
NC(=O)c1cc(NC(=O)c2ccc(NS(=O)(=O)c3cccs3)cc2)cc(C(N)=O)c1 | -3 | -3% | 53%[activator] | -3% | ? | -4 | -1%
O=C(Nc1ccc(F)cc1F)c1cc2ncc(CCCl)cn2n1 | 15 | 1% | 0% | 45%[activator] | 15% | 2 | -3%
COc1ccc(-c2c(C)n([O-])c3c([n+]2=O)CCCCC3)cc1OC | -16 | 1% | 6% | -40%[1.15 µM] | 21% | -9 | -1%
Oc1ccc(-c2[nH]nc(-c3ccccc3)c2-c2nc3ccccc3[nH]2)cc1 | -9 | -1% | 10% | 1% | ? | 7 | 1%
CCOc1ccc(S(=O)(=O)N(CC)CC(=O)NCc2ccco2)cc1C | 4 | -1% | ? | -10% | ? | -4 | -3%
Cc1ccccc1-n1nc(C)c2cc(C(=O)N3CCN(S(=O)(=O)c4ccc(Cl)cc4)CC3)sc21 | -4 | -3% | 1.9µM* | 5.2µM* | ? | -3 | 2%
COCC(C)n1c(C)cc(C(=O)CSc2nnnn2-c2ccc(O)cc2)c1C (configuration not stated) | 50* | 12% | -29% | ? | -13% | 29* | -1%
O=C(Nc1ccc(F)cc1)C1CCC(N2C(=O)c3ccccc3C2=O)CC1 (configuration not stated) | 34 | 0% | · | 6% | 10% | 5 | -5%
CCOC(=O)C1=C(C)SC2=NS(=O)(=O)CCN21 | 8 | -2% | · | 192%[activator] | 17% | -1 | 0%
COc1ccccc1C(=O)NCCOc1ccc(C(C)(C)C)cc1 | -5 | 5% | 15µM* | ? | -20% | 1 | 10%
N#Cc1c(F)cccc1NCc1cccs1 | -2 | 3% | 0% | 7% | 9% | 10 | 1%
c1ccc(-c2cccc(-c3ccccn3)n2)nc1 | 91* | 0% | 40%[activator] | 1.5µM* | 5.6µM* | 31* | -3%
C/C(CC(=O)Nc1cc(C)ccn1)=N\NC(=O)c1cccc(F)c1 | 110* | 4% | 3% | 37%[activator] | 19% | 31* | -5%
CCc1noc(C)c1C(=O)NNC(=O)c1nn(CC)c(=O)c2ccccc12 | · | 0% | ? | 34%[activator] | -3% | · | ·
COCC(C)OC(=O)c1c(N)n(CCCN2CCOCC2)c2nc3ccccc3nc12 (configuration not stated) | 7 | 7% | -41% | -7% | 0% | -2 | -2%
CCOC(=O)C1CCN(Cc2nnc(-c3ccccc3C)o2)CC1 | -1 | -1% | 12% | -5% | -3% | 2 | 1%
CCNS(=O)(=O)c1ccc(NC(=S)NCc2ccco2)cc1 | -6 | -13% | 5% | 11% | 11% | 5 | 0%
O=C(C1CCCN(c2nnc(-n3cccc3)s2)C1)N1CCN(c2ccccc2)CC1 (configuration not stated) | 3 | 5% | ? | · | -18% | 6 | 14%
CC(C)(C)c1ccc(OC(=O)Cn2c(C(F)(F)F)nc3ccccc32)cc1 | -13 | -1% | 82%[activator] | 58%[activator] | 20% | 0 | 2%
CCCOc1ccc(CC(=O)N/N=C\c2ccc(F)cc2)cc1 | -6 | -1% | -17% | 57%[activator] | -12% | 1 | -1%
COc1cc2c(cc1OC)-c1cc(Nc3ccccc3C)nc(=O)n1CC2 | -2 | -10% | -17% | -8% | 15% | -4 | -3%
O=c1cc(N2CCc3ccccc3C2)[nH]c(=O)n1-c1ccc(Br)cc1 | 12 | -4% | 7.4µM* | 21% | 26% | 1 | 0%
CCOc1ccc2[nH]c(SCC(=O)OC)c([N+](=O)[O-])c2c1 | 21 | -4% | 11% | 29% | 15% | 6 | 8%
CCOC(=O)CNC(=O)Cn1cnc2c(nnn2-c2ccccc2)c1=O | 15 | 7% | 49%[activator] | 10% | 4% | -2 | -1%
CCc1ccc(NC(=O)N(CCN2CCOCC2)Cc2ccc3c(c2)CCCN3CC)cc1 | 37 | -9% | ? | · | -20% | 25* | 1%
O=C(CN1C2=NCCCN2c2ccccc21)c1cccc(Br)c1 | -9 | -28% | ? | ? | ? | -3 | 0%
OCC1(c2cc(C(F)(F)F)n[nH]2)CCCCC1 | -16 | -14% | -4% | -31% | 2% | -2 | 4%
Nn1c(SCC(=O)Nc2ccccc2)nnc1-c1cccnc1 | 17 | 4% | 9% | -12% | -1% | 15 | 0%
CCCN1CCN(C(c2cc3cc4c(cc3[nH]c2=O)OCO4)c2nnnn2C(C)(C)C)CC1 (configuration not stated) | -18 | -1% | ? | · | 16% | -1 | 12%
CC(CN1CCOCC1)OC(=O)c1ccc(Cl)cc1Cl (configuration not stated) | 38 | 0% | 6% | 3% | 17% | 20 | -1%
CC(=C/c1ccccc1)/C=N/Nc1nc(N2CCOCC2)nc(N2CCOCC2)n1 | -13 | -5% | 35%[activator] | ? | 17% | 0 | 0%

# Profiles from above. Screens in order: Shiga toxin inh	Tb PYK inh	Pf growth 96h	Pf growth 48h	HCV inhibitor	CHX counter	LmPK inhibitor
# Shown for O=C(Nc1ccc(F)cc1)C1CCC(N2C(=O)c3ccccc3C2=O)CC1 (configuration not stated) = 34	0%	·	6%	10%	5	-5%
# Shown for O=c1cc(N2CCc3ccccc3C2)[nH]c(=O)n1-c1ccc(Br)cc1 = 12	-4%	7.4µM*	21%	26%	1	0%
# Shown for CCOC(=O)C1=C(C)SC2=NS(=O)(=O)CCN21 = 8	-2%	·	192%[activator]	17%	-1	0%

# New compounds follow
molecule | Shiga toxin inh | Tb PYK inh | Pf growth 96h | Pf growth 48h | HCV inhibitor | CHX counter | LmPK inhibitor
Cc1ccc(C(O)(c2ccccc2)c2ccccc2C(C)N(C)C)c(C)c1 (configuration not stated) | -13 | -3% | ? | ? | ? | -3 | 1%
CCN1CCN(C(c2ccccc2F)c2nnnn2Cc2ccc3c(c2)OCO3)CC1 (configuration not stated) | 28 | 1% | -29% | ? | -1% | -5 | -1%
CCc1cc(C(=O)NCC(C)(C)N2CCOCC2)sc1C | · | 5% | -1% | -15% | ? | · | ·
O=C(COc1ccc(Br)cc1)N1CCc2ccccc21 | 111* | 0% | 59%[activator] | 36%[activator] | 0% | 27* | 0%
O=C(Cn1c(=O)oc2ccccc21)Nc1ccc(Br)cc1 | 9 | -3% | ? | 5% | 10% | 4 | 2%
CCCCc1ccc(NC(=O)CSc2nc(=O)n(CCN(CC)CC)c3c2CCCC3)cc1 | · | 3% | 2.1µM* | 12µM* | ? | · | ·
OCCN1CCN(CC(O)COCC2COc3ccccc3O2)CC1 (configuration not stated) | 4 | 2% | 4% | 11% | 0% | 1 | -1%
FC(F)Sc1nc(-c2ccccc2)c(-c2ccccc2)n1C(F)F | 7 | 3% | 3.3µM* | -3% | 2% | 3 | -1%
Cc1cc(C)nc(N2CCN(CC(=O)NCc3ccccc3)CC2)n1 | -18 | -4% | ? | 1% | 7% | -7 | 5%
COC(=O)Cc1[nH]n(-c2nc3ccccc3s2)c(=O)c1C(C)=Nc1ccc(C)cc1 | 93* | -5% | 7% | -32% | -15% | 35* | 0%
Cc1ccc(-n2c(O)c(C=NC3CCCC3)c(=O)[nH]c2=O)c(C)c1 | -10 | -6% | ? | · | 13% | -8 | 8%
CC(C)NCC(O)COCc1ccc(Cl)cc1 (configuration not stated) | -1 | 3% | -8% | 12% | -9% | -2 | -1%
Cc1ccc(C)c(NCc2n[nH]c(=S)n2-c2ccccc2)c1 | 3 | ? | 105% | ? | -8% | -2 | 0%
CCN(c1ccccc1)S(=O)(=O)c1ccc(C(=O)Nc2cccc(C)n2)cc1 | · | 1% | ? | 9.3µM* | 11µM* | · | ·
COc1ccc(CC(=O)Nc2cccc(C(=O)NN3C(=O)c4ccccc4C3=O)c2C)cc1 | -10 | -2% | 10% | 25% | 22% | -3 | -1%
CCO[C@@H]1OC(C(=O)NCc2nc3ccccc3[nH]2)=C[C@H](C2CCCCC2)[C@H]1CCCO | -9 | -3% | ? | ? | 9% | -2 | 8%
Cc1nc2ccccc2c(=O)n1-c1ccc(NS(=O)(=O)c2ccc(F)cc2)cc1 | · | 0% | ? | ? | ? | · | ·
O=C(CCC(=O)N1CCN(c2ccc(Cl)c(Cl)c2)CC1)c1ccccc1 | 20 | -5% | ? | 15% | ? | -4 | 4%
CCCOc1cccc(OCCSc2nc(C)cc(=O)[nH]2)c1 | 31 | -6% | · | 5% | -3% | 46* | 1%
O=C(O)c1cccc(-c2ccc(/C=N/NC(=O)C3COc4ccccc4O3)o2)c1 (configuration not stated) | + | 0% | -5% | 0% | 10% | 56* | 1%
O=C1c2ccccc2NC(c2ccc3c(c2)OCCO3)N1c1ccc2c(c1)OCCO2 (configuration not stated) | 81* | -4% | 133%[activator] | 46%[activator] | -8% | 44* | -11%

# From PubChem BioAssay
